Screening results as filed in PubChem.
Tb PFK block = blocks T. brucei phosphofructokinase | O15648 | T. brucei PFK, ADP-Glo luminescence | 0.17% of 330,000 active | Potency, µM (titrated, usually from 57.5 µM), for the others: top-dose activity, negative = inhibition, hits mostly inhibitors;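 further: potency means the concentration at half of the fitted maximal effect; 0% = uninhibited 1x PFK enzyme wells and -100% = no-enzyme wells; nearly all actives have a fitted effect of over 60% in size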
Target sequence (O15648 whole entry, looked up): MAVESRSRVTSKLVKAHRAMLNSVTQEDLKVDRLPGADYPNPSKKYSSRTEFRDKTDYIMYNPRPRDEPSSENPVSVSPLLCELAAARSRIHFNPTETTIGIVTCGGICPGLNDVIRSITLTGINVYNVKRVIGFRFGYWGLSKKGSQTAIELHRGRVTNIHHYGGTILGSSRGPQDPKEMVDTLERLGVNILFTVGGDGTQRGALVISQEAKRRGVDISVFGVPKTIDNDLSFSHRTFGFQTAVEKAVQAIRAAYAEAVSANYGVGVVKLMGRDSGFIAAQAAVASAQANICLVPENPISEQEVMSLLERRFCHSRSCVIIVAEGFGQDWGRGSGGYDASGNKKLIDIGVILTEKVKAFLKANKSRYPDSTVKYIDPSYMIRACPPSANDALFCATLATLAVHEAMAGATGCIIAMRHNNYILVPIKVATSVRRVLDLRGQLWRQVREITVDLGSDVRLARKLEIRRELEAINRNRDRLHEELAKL
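Activity is normalized to no-enzyme wells (full inhibition) and 1.25 nM enzyme wells (no inhibition). Reaction: 0.5 mM F6P, 0.1 mM ATP, 45 min RT, ADP-Glo luminescence; concentration-response curves fitted and classed by quality.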
BCR signal inh = blocks chronic active B-cell receptor signaling | ABC-DLBCL IkBa-CBG/CBR reporter, luminescence ratio, 4 h | Potency, µM (top dose mostly 46.1 µM), for inactives: top-dose ratio change, negative = lower green/red ratio, most hits filed as inhibitors | 0.05% of 340,000 active | AID 493014; active means well fitted inhibition curve with a large enough effect in the signal ratio, with a control signal flat, not every such curve was filed as active; inconclusive means small, poorly fitted or top-dose-only effect, or effect the other way, or a change in a side signal; the % refers to the signal ratio;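 further: potency means the concentration at half of the fitted maximal effect; plate controls were basal doxycycline-induced cells for no effect and cells given 10 µM MG132 for full effect; MG132 reads +100%, hits lower the ratio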
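TMD8 human ABC-DLBCL cells with doxycycline-inducible IκBα–green luciferase fusion and unfused red luciferase, in 0.5% FBS medium; compounds up to 46 uM, 4 h at 37C. Green/red luminescence ratio, filter-overlap corrected, fitted to concentration-response curves.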
ELG1 repair inh = blocks ELG1-dependent DNA repair in HEK293T cells; AID 504467; 2.3% of 330,000 active; HEK293T ELG1-luciferase reporter, luminescence, 16 h; DNA damage induced by 5-fluorouridine; Potency, µM (top dose mostly 46.1 µM), without a hit: top-dose activity change, negative = inhibition, most hits filed as inhibitors; further: potency means the concentration at half of the fitted maximal effect; on the % scale 0 is the no-effect control and ±100 the full control effect; nearly all actives have a fitted effect of over 55% in size
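Overnight (16 hr) co-exposure of 2,000 cells/well to 5-fluorouridine and compound at 37 °C preceded detection. Luciferase was quantified via ONE-Glo luminescence; loss of signal denotes inhibition.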
a7 integrin act = activates integrin-mediated alleviation for muscular dystrophy; alpha7betagal myoblasts, beta-gal FDG fluorescence, 48 h; Potency, µM (highest dose often 38.3 µM), for inactives: at the top dose activation, actives largely listed as activators; 0.064% of 350,000 active; AID 624291;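 further: potency means the concentration at half of the fitted maximal effect; 100% = response of the positive control SU9516; nearly all actives have a fitted effect of over 60% in size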
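alpha7betagal+/- myoblasts (passage 13, 250/well) treated 48 h at 37C with compounds at 1:260 dilution of DMSO stock. Lysed, then beta-galactosidase activity read as FDG fluorescence (ex 480/em 540) after 30 min, with pre-read for autofluorescence.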
TSHR antag = human thyrotropin receptor antagonism; P16473; TSHR-expressing cells, TSH-stimulated cAMP HTRF, 2 h; hits give low values; activity change, negative = inhibition, % at 11.5 µM; 0.2% of 330,000 active; AID 504810;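 active means activity change below a set negative limit, meaning inhibition stronger than a set level, cut at about -70% in these data; inconclusive means activity change between two set negative limits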; further: on the % scale 0 is the no-effect control and ±100 the full control effect
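Inhibition of cAMP made by TSHR-expressing cells under TSH stimulation (4nM final, EC80; 2 h, 37 deg C) is quantified with a one-step lysis HTRF kit, anti-cAMP cryptate versus cAMP-d2.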
Eya2 inh = blocks the phosphatase activity of human Eya2; O00167; recombinant Eya2, OMFP fluorescence dephosphorylation (OMFP is methylfluorescein phosphate); Potency, µM (series often up to 76.9 µM), without a hit: at the top dose activity, negative = inhibition, hits mostly inhibitors; 0.006% of 330,000 active; further: potency means the concentration at half of the fitted maximal effect; on the % scale 0 is the no-effect control and ±100 the full control effect
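Eya2 protein (added as 0.2 uM solution) was preincubated with compound for 10 min at ambient temperature in 50 mM HEPES pH 7.5, 50 mM NaCl, 5 uM MgCl2, 0.05% BSA, 1 mM DTT. OMFP (added at 50 uM) then reacted 10 min; fluorescence read at 485/525 nm.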
TCR activator = T cell receptor activation. primary human leukocytes, anti-CD3, IL-2 HTRF, 48 h. Potency, µM (series often up to 9.22 µM), inactives show top-dose activation of IL-2 secretion, most hits filed as activators. 330,000 tested, under 10 active. AID 504894; further: % of control where 0% means no effect
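IL-2 produced over 48 hr by a-CD3 bead-stimulated primary human leukocytes exposed to compounds was detected with a homogeneous time-resolved FRET immunoassay, 665nm acceptor signal after 320nm excitation.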
Mito fusion yeast = blocks mitochondrial division or promotes mitochondrial fusion | S. cerevisiae fusion-defective mutant growth rescue, CellTiterGlo 48 h | Potency, µM (series often up to 46.1 µM), for the others: top-dose growth rescue (activation), most hits filed as activators | 0.23% of 320,000 active | AID 485298;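 further: potency means the concentration at half of the fitted maximal effect; % of control where 0% means no effect; nearly all actives have a fitted effect of over 45% in size; temperature-sensitive fusion mutants such as fzo1-1 at 37 °C on non-fermentable ethanol glycerol medium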
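S. cerevisiae fusion-defective temperature-sensitive mutants (e.g. fzo1-1, mgm1-5) grown 48 h at 37C in YPEG (ethanol/glycerol non-fermentable) medium with 23 nl compound per well; growth rescue read as CellTiterGlo luminescence.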
S-ASM inh = inhibitors of human secretory acid sphingomyelinase; P17405; placental ASM, HMU-PC fluorogenic substrate, 60 min; 0.006% of 340,000 active; Potency, µM (titrated, usually from 57.5 µM), for inactives: at the highest dose activity change, negative = inhibition, most hits filed as inhibitors; AID 504937; further: potency means the concentration at half of the fitted maximal effect
Target sequence (P17405 47-631 limits assumed): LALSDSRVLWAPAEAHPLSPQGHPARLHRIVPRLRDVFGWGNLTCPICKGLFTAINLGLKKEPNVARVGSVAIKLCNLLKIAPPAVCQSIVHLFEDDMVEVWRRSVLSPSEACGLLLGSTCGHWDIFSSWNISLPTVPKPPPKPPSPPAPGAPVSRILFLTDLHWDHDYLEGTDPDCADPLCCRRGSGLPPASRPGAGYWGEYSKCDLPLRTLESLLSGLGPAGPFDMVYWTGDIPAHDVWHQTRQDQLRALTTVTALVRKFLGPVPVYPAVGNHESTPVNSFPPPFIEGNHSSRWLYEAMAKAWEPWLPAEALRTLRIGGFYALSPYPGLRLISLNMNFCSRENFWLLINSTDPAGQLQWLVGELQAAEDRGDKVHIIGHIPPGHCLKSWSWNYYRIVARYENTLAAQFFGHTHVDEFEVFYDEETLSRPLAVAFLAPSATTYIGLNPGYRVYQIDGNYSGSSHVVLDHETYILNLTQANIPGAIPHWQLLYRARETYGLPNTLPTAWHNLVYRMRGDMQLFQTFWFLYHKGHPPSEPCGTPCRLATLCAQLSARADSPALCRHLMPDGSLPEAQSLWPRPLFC
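qHTS format. ASM enzyme prepared from human placenta hydrolyses the fluorogenic substrate HMU-PC0 (9 uM final) over 60 min at 37 °C after a 10 min compound preincubation.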
PTAP TSG101 blk = blocks PTAP/TSG101 interaction to inhibit HIV-1 budding. Q99816. Fluorescence polarization, FITC-PTAP peptide / Tsg101 binding. Potency, µM (highest dose often 115 µM), for inactives: top-dose activity change, negative = inhibition, usual class: inhibitors. 340,000 tested, under 10 active. AID 493005; active means well fitted inhibition curve with a large enough effect in the main read-out, with a control signal flat, not every such curve was filed as active; inconclusive means small, poorly fitted or top-dose-only effect, or effect the other way, or a change in a side signal; inactive means no such curve, though single readings can be large or run the other way; further: potency means the concentration at half of the fitted maximal effect; % of control where 0% means no effect
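FP read-out: FITC-PTAP peptide, 50 nM final, binding Tsg101 binding domain, 10 uM final; 20 min, r.t.; 10 mM HEPES pH 7.5, 0.15 M NaCl, 0.01% Tween 20, 3 mM EDTA, 0.1 mM TCEP.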
AT treatment = candidate therapy for ataxia-telangiectasia. Potency, µM (top dose mostly 57.5 µM), inactives show top-dose activation, hits mostly activators. […] A-T fibroblasts, KAP-1 phosphorylation AlphaLISA; neocarzinostatin DNA damage 30 min before lysis. 0.19% of 320,000 active. AID 485349; further: potency means the concentration at half of the fitted maximal effect; % of control where 0% means no effect; nearly all actives have a fitted effect of over 45% in size
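ATM-like activity read as KAP-1 phosphorylation via AlphaLISA donor/acceptor antibody pairs after lysis and 6 hr at 25C. Cells were ATM-null patient fibroblasts ([…], hTERT), dosed 60 min, then exposed to the DSB inducer NCS for 30 min.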
Numbers without * were called inactive; ? = inconclusive; . = not tested or not shown; [ ] = dose if it differs, or a comment. Unless noted, the call rests on the fitted dose curve; in most records, active means well fitted curve in the direction sought with a large enough effect; inconclusive means small, poorly fitted or top-dose-only effect, or another doubt; inactive means no such curve, though single readings can be large; an effect the other way counts as inactive or inconclusive. Hits appear at their usual frequency; any-hit rate near 3.2%.

The line under a structure holds: Tb PFK block	BCR signal inh	ELG1 repair inh	a7 integrin act	TSHR antag	Eya2 inh	TCR activator	Mito fusion yeast	S-ASM inh	PTAP TSG101 blk	AT treatment
> Cc1ccc(NC(=O)COC(=O)Cn2c(C)csc2=O)cc1
→ 0.2%	14.0%	2.5%	40.0%	-5.7	6.4%	10.8%	0.8%	7.9%	-5.2%	4.0%
> CCCCN=C1NN=C(c2ccc(C)c(C)c2)CS1
→ -1.7%	?	?	-14.3%	3.7	-16.8%	6.2%	-6.8%	-0.5%	-0.4%	-3.9%
> COc1ccc(NC(=O)C/C(C)=N/NC(=O)c2ccccn2)c(OC)c1
→ 4.0%	?	?	20.7%	0.1	-4.0%	1.0%	12.0%	-1.0%	-2.8%	-1.4%
> CC(=O)[C@@H]1[C@@H](C(=O)c2ccc(F)cc2)[C@]2(C(=O)Nc3ccccc32)[C@H]2C=Cc3cc(F)ccc3N12
→ -8.7%	?	-16.8%	11.6%	1.6	-1.4%	0.6%	-9.5%	23.2%	-2.1%	5.6%
> O=C(CSc1nnc(CNC(=O)c2ccccc2)o1)NCc1ccc(F)cc1
→ -2.2%	-2.7%	-3.7%	8.6%	-6.7	6.4%	0.9%	1.7%	4.9%	.	-3.7%
> O=C(NCCc1ccccc1)c1ccc2c(c1)N(Cc1ccccc1)CCS2
→ 1.4%	16.6%	?	12.0%	-18.2	-16.0%	-0.7%	1.8%	203.0%[activator]	-2.0%	6.3%
> CC(c1ccccc1)N1CCN(C(=O)CCl)CC1 (configuration not stated)
→ 1.6%	?	-17.6%	-75.2%[inhibitor]	12.2	12.8%	0.3%	0.6%	5.5%	-5.0%	5.3%
> Cc1ccc(CN2CCN(Cc3ccc(OCCO)cc3)CC2CCO)o1 (configuration not stated)
→ -2.5%	0.4%	9.6%	19.7%	-1.4	4.2%	2.9%	-1.9%	-1.9%	0.0%	16.0%
> CCC(=O)c1ccc(OCC(=O)Nc2cc(S(=O)(=O)N3CCCCC3)ccc2N2CCN(CC)CC2)cc1
→ -11.6%	2.8%	?	-35.0%	-15.4	-6.8%	-1.2%	1.1%	7.7%	-0.6%	-8.1%
> CC(=O)N1CCc2ccc(NC(=O)c3c(-c4c(Cl)cccc4Cl)noc3C)cc21
→ 1.4%	-3.3%	?	10.1%	-7.9	4.7%	-2.7%	6.0%	-6.5%	-0.3%	-3.1%
> N#CCc1nc(-c2cc3ccccc3oc2=O)cs1
→ 1.2%	6.0%	-9.4%	7.1%	-3.3	8.7%	-5.7%	13.8%	9.6%	-8.4%	-5.0%
> COc1cc(C(=O)N2CCCN(C)CC2)cc(OC)c1C
→ 20.4%	-4.3%	11.0%	6.1%	-0.2	-17.9%	0.6%	-2.1%	0.0%	0.3%	5.8%
> CN(Cc1ccccc1)S(=O)(=O)c1ccccc1Br
→ 1.2%	5.6%	8.3%	-0.7%	-8.9	-2.4%	3.6%[46.1 µM]	.	0.1%	-1.2%	0.5%[11.5 µM]
> CCOC(=O)c1sc(NC(=O)CCc2ccc(OC)cc2)nc1C
→ -3.6%	?	?	12.6%	16.5	-11.1%	-20.7%	-2.9%	6.0%	-0.1%	2.7%
> Cc1cc(=O)n2nc(N3CCC(C(=O)NCc4ccco4)CC3)sc2n1
→ -2.9%	4.3%	6.7%	25.9%	25.8	-8.8%	-1.2%	0.5%	-14.3%	-6.6%	21.7%
> CN1C(=O)C(O)(CC(=O)c2cccc(-n3cccc3)c2)c2ccccc21 (configuration not stated)
→ -6.8%	-8.3%	-0.6%	-12.3%	13.1	-23.5%	2.5%	-17.6%	-1.1%	-3.3%	-1.2%
> COc1ccccc1C(=O)C1CCCN(C(=O)c2ccccc2C(C)=O)C1 (configuration not stated)
→ -1.5%	-0.3%	?	-4.2%	-3.5	-22.1%	-2.3%	1.5%	2.9%	-0.1%	-2.2%
> COc1cccc(CN(C)C(=O)c2cc(COc3ccc4ncccc4c3)on2)c1
→ 3.5%	?	?	-50.5%[inhibitor]	-28.5	1.2%	6.3%	-2.9%	-10.4%	-4.8%	-0.8%
> CN(C)S(=O)(=O)c1ccc(C(=O)Nc2ccn(C)n2)cc1
→ 6.4%	13.3%	?	-21.1%	-0.8	3.1%	7.1%	-1.3%	4.5%	-0.7%	-3.0%
> Cc1cccc(OC(C)c2ccnc3nc(/N=C/N(C)C)nn23)c1 (configuration not stated)
→ 1.6%	-9.4%	3.7%	6.0%	3.9	0.8%	.	20.2%	23.6%	.	15.9%
> CC(C)(C)C(=O)/C=C/c1ccc(Oc2ccccc2)cc1
→ -12.4%	-2.0%	?	16.6%	-10.8	-13.1%	7.1%	-12.2%	5.6%	1.0%	3.1%
> COc1ccc(/C=N/Nc2ccccc2)cc1Cn1nc(C)c([N+](=O)[O-])c1C
→ 1.9%	-22.0%	16.3%	-23.2%	8.3	-32.1%	1.5%	-0.2%	-2.6%	-1.2%	-4.7%
> CC(C)Cn1c(=O)[nH]c(=O)c2c(C(F)(F)F)cc(-c3ccccc3)nc21
→ -0.5%	?	?	21.5%	-1.9	-6.1%	-2.5%	18.2%	15.1%	-0.8%	-9.9%
> CCOCCCNC(c1ccccc1)c1ccncc1 (configuration not stated)
→ -1.7%	1.2%	0.6%	?	-1.1	-11.9%	.	-1.0%	-0.7%	-1.0%	-2.2%
> NC(=O)C1CCN(C(=O)COc2ccc(Nc3ccccc3)cc2)CC1
→ -0.8%	?	0.8%	-4.7%	12.8	-27.5%	4.1%	-1.2%	-0.1%	-6.3%	13.6%
> O=C(CN(CC1CCCO1)C(=O)CNS(=O)(=O)c1ccccc1)NCc1ccccc1 (configuration not stated)
→ -0.6%	-15.7%	1.8%	10.7%	0.7	-22.2%	-6.1%	-1.8%	-1.6%	-7.5%	-0.7%
> CC(Sc1nnc(NC2CC2)s1)C(=O)Nc1ccc(S(N)(=O)=O)cc1 (configuration not stated)
→ 1.9%	0.8%	3.1%	-16.7%	-7.0	6.7%	3.8%[46.1 µM]	.	2.9%	-0.9%	?
> COc1ccc(CNC(=O)/C=C/c2ccc(OCCCF)cc2)cc1OC
→ 1.8%	-3.8%	.	2.7%	2.7	-2.3%	-2.8%	-11.9%	-3.0%	-3.4%	5.6%
> CCCOCC(O)COc1ccccc1C(=O)N1CCOCC1 (configuration not stated)
→ -0.4%	0.4%	7.3%	-19.0%	7.8	6.6%	3.8%	7.0%	-0.4%	-7.7%	31.7%
> CCn1nc(C(=O)NNC(=O)COc2ccc(OC)cc2)c2ccccc2c1=O
→ 3.7%	-3.4%	-0.1%	-0.2%	-8.1	6.0%	3.6%[46.1 µM]	-2.5%	-1.4%	-2.6%	-7.8%
> CCc1ccc(NC(=O)C(C)Sc2nnc(CN3CCCC3)o2)cc1 (configuration not stated)
→ 1.6%	0.9%	13.0%	-3.2%	21.7	13.4%	-3.6%	-1.8%	3.1%	-4.5%	1.9%
> Cn1nc(C(C)(C)C)cc1C(=O)NCc1cc(F)cc2c1OCOC2
→ -0.8%	3.5%	2.59µM*	-31.6%[inhibitor]	-20.3	9.4%	-1.1%	2.8%	-0.1%	-3.7%	3.4%
> CC(=O)c1sc(N)c(C(=O)OC(C)C)c1C
→ 1.2%	-12.1%	21.8%	8.3%	6.6	-1.4%	-5.1%	3.0%	-3.3%	-1.7%	-1.9%
> CCC(C)C(NC(=O)C1CCC(C)CC1)C(=O)NCCCN1CCCCC1CC (configuration not stated)
→ 2.1%	0.5%	1.4%	7.7%	-2.2	1.1%	2.2%	-3.4%	9.7%	-4.3%	-1.0%
